# Assay outcomes: PubChem, National Center for Advancing Translational Sciences (NCATS)
# FEN1 inh – human FEN1 inhibition. P39748. Recombinant FEN1 flap cleavage, fluorescence, 15 min. actives 0.35% (n = 390,000). Potency, µM (top dose mostly 114 µM), inactives show at the highest dose activity change, negative = inhibition, actives largely listed as inhibitors; further: nearly all actives have a fitted effect of over 65% in size
# Target sequence (P39748 whole entry, looked up): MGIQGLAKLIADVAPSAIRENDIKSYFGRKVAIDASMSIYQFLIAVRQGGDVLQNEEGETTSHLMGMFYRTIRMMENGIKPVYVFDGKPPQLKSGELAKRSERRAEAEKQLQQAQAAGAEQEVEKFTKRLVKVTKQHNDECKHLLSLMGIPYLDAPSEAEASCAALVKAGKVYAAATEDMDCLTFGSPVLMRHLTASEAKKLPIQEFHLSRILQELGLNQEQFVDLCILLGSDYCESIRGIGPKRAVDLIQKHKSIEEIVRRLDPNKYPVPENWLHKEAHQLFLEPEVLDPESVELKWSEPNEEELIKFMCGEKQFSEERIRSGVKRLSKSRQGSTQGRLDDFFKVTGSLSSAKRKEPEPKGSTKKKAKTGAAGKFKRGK
#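 Compounds are tested as a concentration series against 10 nM FEN1; after a 15 min room-temperature preincubation, 50 nM substrate starts cleavage, with plate reads at 0 and 15 min. Normalized responses are fitted by a Hill equation.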
# GCN5L2 inh – GCN5L2 (KAT2A) acetyltransferase inhibition; GCN5L2 HAT assay, ThioGlo1 CoA-SH fluorescence; actives 0.21% (n = 390,000); Q92830; AID 504327; Potency, µM (highest dose often 58.9 µM), without a hit: at the top dose activity change, negative = inhibition, usual class: inhibitors
#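 Preincubate 20nM GCN5L2 with compound 15 min, RT → add 50uM ThioGlo1 + 75uM H3(1-25) + 70uM acetyl-CoA → read fluorescence 0 and 20 min. Primary qHTS; fluorescent artifacts likely.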
# TDP1 cell CPT – DT40-hTDP1 cell growth loss with CPT. chicken DT40 Tdp1-/-;hTDP1 cells + 20 nM CPT, ATP luminescence, 48 h. Potency, µM (doses to about 46.2 µM), for inactives: top-dose activity change, negative = growth inhibition, most hits filed as inhibitors. actives 12% (n = 420,000); further: nearly all actives have a fitted effect of over 55% in size
#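 Cell growth measured by CellTiter-Glo luminescence after a minimum 48 h, 37 C compound exposure with 20 nM CPT in Tdp1-knockout DT40 cells stably expressing hTDP1, seeded 400/well; qHTS titration format.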
# The depositor's hits bear a star; ? = inconclusive; / = not tested or not shown; & = joins results of further samples; [ ] = remark or other dose. The call rests on the fitted dose curve; in most records, active means well fitted curve in the direction sought with a large enough effect; inconclusive means small, poorly fitted or top-dose-only effect, or another doubt; inactive means no such curve, though single readings can be large; an effect the other way counts as inactive or inconclusive. On the % scale 0 is the no-effect control and ±100 the full control effect; potency means the concentration at half of the fitted maximal effect.
molecule | FEN1 inh | GCN5L2 inh | TDP1 cell CPT
COC(C/C=C\[C@H](O)[C@@H](C)OCc1ccccc1)OC | 15% | / | -6%
CC1(C)C(=O)N(c2ccccc2)C1c1ccccc1O (stereo unspecified) | -1% | -5% | ?
O=C(NCc1ccccn1)C1CCC(=O)N(Cc2ccc(Cl)cc2)C1 (stereo unspecified) | 4% | -3% | 12%
O=C(COC(=O)CNC(=O)c1ccccc1Cl)Nc1ncc(C(F)(F)F)cc1Cl | -1% | -2% | -24%
NC(=N\N=CCc1ccccc1)/C(N)=N/N=CCc1ccccc1 | 5% | / | ?
COCCNC(=O)C(C(=O)c1ccc(F)cc1)n1cc(C)ccc1=O (stereo unspecified) | -4% | 0% | 7%
O=[N+]([O-])c1cc(/C=N/O)ccc1SCc1ccccc1Cl | -8% | -22% | -16%
CCOc1ccc(CCNC(=O)NCc2noc3ccc(C)cc23)cc1 | -12% | 1% | -24%
Cn1cccc1-c1cc2n(n1)CCC(=O)N2CCCC(=O)NCc1cccc(Cl)c1 | -4% | -3% | -29%
CCOC(=O)C1CCN(CCC(=O)Nc2ccccc2)CC1 | -5% | -2% | -5%
Cn1c(=O)c2c(-c3cccc(Br)c3)n(C(C)(C)CO)cc2n(C)c1=O | 6% | -4% | ?
CCC(C(=O)Nc1ccccc1C(=O)OC)n1c(C)c2cnn(-c3ccccc3)c(=O)c2c1C (stereo unspecified) | ? | -13% | 26µM*
CCOC(=O)c1ccc(CNC(=O)c2n[nH]c(=O)c3ccccc23)o1 | 5% | -4% | ?
CN(C)C(=O)CSc1nnc([C@H](Cc2c[nH]c3ccccc23)NC(=O)OC(C)(C)C)o1 | -4% | -3% | -8%
COc1cnn(Cc2ccccc2)c(=O)c1SCc1ccccc1 | -6% | 0% | ?
O=Cc1cccc(OCc2cccc3ccccc23)c1 | -14% | -20% | 4.1µM*
CCC(C)NC(=O)c1ccc(NC(=O)C2=C(C)OCCS2)cc1 (stereo unspecified) | -5% | 11% | -2%
CCC(C(=O)Nc1cc(C(=O)Nc2cc(C)ccn2)ccc1Cl)c1ccccc1 (stereo unspecified) | -14% | -7% | ?
CCOC(=O)c1[nH]nc(N)c1NC(=O)c1ccc(Cl)cc1Cl | -1% | -7% | -16%
O=C(Cn1cccc1)NCc1cccs1 | -4% | -4% | -19%
COC(=O)c1ccc(NC(=O)C23CC4CC(C2)CC(n2cnc(Cl)n2)(C4)C3)cc1 | -12% | -11% | 21µM*
CCOC(=O)C1=CN(CC)S(=O)(=O)NC1CC (stereo unspecified) | -16% | -2% | 8%
COc1ccc(C2C(C#N)=C(N)Oc3c2c(-c2ccccc2)nn3-c2ccccc2)c(OC)c1OC (stereo unspecified) | -14% | -7% | -11%
CN(C)C(=O)CSc1nc(-c2ccccc2)c(-c2ccccc2)o1 | -5% | -7% | -28%
CCCN(CC(=O)Nc1ccccc1C)C(=O)C1CC(=O)N(c2ccccc2C(C)CC)C1 (stereo unspecified) | 1% | 0% | -2%

# Brought forward from above: two compounds; new compounds follow.
molecule | FEN1 inh | GCN5L2 inh | TDP1 cell CPT
CN(C)C(=O)CSc1nc(-c2ccccc2)c(-c2ccccc2)o1 | -5% | -7% | -28%
CCCN(CC(=O)Nc1ccccc1C)C(=O)C1CC(=O)N(c2ccccc2C(C)CC)C1 (stereo unspecified) | 1% | 0% | -2%
CCc1ccc(C=NC23CN4CN(CN(C4)C2)C3)s1 | 11% | -4% | -22%
CC(C)N1C(=O)C(O)(C2COC(C)(C)CC2=O)c2ccccc21 (stereo unspecified) | 15% | -9% | 5.8µM*
CC(=O)N(CCc1ccccc1)Cc1cc2cc(C)ccc2[nH]c1=O | -5% | -2% | -27%
COCc1cc(Sc2ccc(Cl)cc2Cl)nc(-c2ccccc2)n1 | -13% | 0% | ?
COCCCn1c(SCc2cccc(C(F)(F)F)c2)nc2cc(OC)c(OC)cc2c1=N | 2% | -24% | ?
O=C(c1ccco1)N1CCN(C(=O)C2(S(=O)(=O)c3ccc(Cl)cc3)CC2)CC1 | 9% | 32%[activator] | -1%
Cc1onc(-c2ccccc2Cl)c1C(=O)NCc1ccccc1F | 19% | 2% | 14%
CN(C)S(=O)(=O)c1cccc(NC(=O)c2ccc(N3CCCC3=O)cc2)c1 | -4% | -5% | -3%
Cc1ccc(OCC(=O)Nc2ccc(-n3cnnn3)cc2)c(C)c1 | -3% | -16% | 0%
CCOC(=O)N1CCN(S(=O)(=O)c2cc(Br)cc3c2N(C(=O)C2CC2)CC3)CC1 | 1% | 0% | -20%
CC1CCCCC1NC(=O)CCS(=O)(=O)c1ccc2c(c1)NC(=O)CS2 (stereo unspecified) | 18% | -3% | -10%
COc1cc(C)c(NC(=O)C(=S)NCc2ccccc2)cc1C | -6% | -17% | 0%
Cn1c(SCC(=O)N2CCOCC2)nnc1-c1ccc2ncccc2c1 | 18% | 0% | 2%
c1cncc(-c2nc3c(ccc4ccccc43)[nH]2)c1 | ? | -2% | -6%
COc1ccc2nc(SCC(=O)Nc3nccs3)[nH]c2c1 | 14% | -9% | -16%
O=S(=O)(NCc1ccc2c(c1)OCO2)c1c(F)cc(F)cc1Br | -17% | -4% | -24%
CC(/C=C/c1cccs1)=C\C(=O)O | -5% | -3% | -16%
Cc1ccc(S(=O)(=O)N2CCCOC2CNC(=O)C(=O)NCc2ccccc2C)cc1 (stereo unspecified) | 24% | 4% | 2%
CC1=CC(C)(C)N2C(=O)C3(SCC(=O)N3c3ccc(O)cc3)c3cc(C)cc1c32 (stereo unspecified) | -4% | -7% | -5%
CCc1cnc2ccccc2c1/C=C/c1ccc(N(C)C)cc1 | -32% | / | ?
Cc1ccccc1OCC(=O)N/N=C/c1c(C)nn(-c2ccccc2)c1Cl | -17% | 0% | -24%
COc1ccccc1CC(=O)Nc1c[nH]c(=O)[nH]c1=O | 5% | -1% | -3%
CCOC(=O)Cn1c(SC)nc2sc3c(c2c1=O)CC(C)(C)OC3 | -3% | -4% | ?
C1CCC(Nc2nc3nonc3nc2N2CCSCC2)C1 | 11% | 1% | -22%
CC(C)(C)c1cc(-c2ccccc2)no1 | 5% | -2% | -1%
Cc1ccc2sc(NNC(=O)c3ccc4c(c3)OCCO4)nc2c1C | 18% | -2% | -14%
Cc1ccc(NC(=O)C2CCN(S(C)(=O)=O)CC2)cc1 | -5% | -3% | -6%
COC(=O)[C@@H]1C[C@@H](c2ccccc2)[C@H](C)C1(C)C | -4% | -2% | ?
CCOc1ccc(NS(=O)(=O)c2ccc3[nH]c(=O)c(=O)[nH]c3c2)cc1 | 4% | -7% | -10%
CCN(CC(=O)N1CCCC1)S(=O)(=O)c1ccc2ccccc2c1 | 22% | -1% | -24%
O=C(COc1cc2oc(=O)c3c(c2cc1Cl)CCC3)NCc1ccncc1 | -4% | 0% | ?
O=C(O)c1ccccc1OCCOc1ccccc1C(=O)O | 1% | -7% | 3%
Cc1cc(C)n(-c2nnc(Nc3ccc(C(C)C)cc3)c3ccccc23)n1 | -19% | -6% | ?
N#Cc1c(C(F)(F)F)cc(-c2cccs2)nc1SCC(=O)Nc1cccc(Br)c1 | -5% | 2% | ?
COc1ccc(C(=O)c2cn(CC(=O)Nc3cc(OC)cc(OC)c3)c3ccc(OC)cc3c2=O)cc1 | ? | -4% | -10%
O=C1C(C2=NC(c3ccccn3)C3C(=O)N(c4ccc(OC(F)(F)F)cc4)C(=O)C23)=C(O)c2ccccc21 (stereo unspecified) | 5% | 0% | 7%
C=CCn1c(SCC(=O)NCC2CCCO2)nc2scc(-c3ccco3)c2c1=O (stereo unspecified) | -15% | -17% | ?
COc1ccc(S(=O)(=O)NN=C2CCCCC2)cc1 | 8% | -1% | -24%
Cc1ccc(S(=O)(=O)N(C)c2ccc(OCC(=O)Nc3cccc(-n4cnnn4)c3C)cc2)cc1 | 1% | -4% | ?
O=C(CN1CCC(NC(=O)c2ccc(F)cc2)CC1)NCc1ccccc1F | 8% | ? | -3%
O=C(CCOc1ccccc1)N1CCN(S(=O)(=O)c2cccs2)CC1 | -3% | -14% | -1%
Cc1cn2c(=O)cc(COC(=O)c3cccc(NC(=O)COc4ccccc4)c3)nc2s1 | 14% | 33%[activator] | ?
CCN(C[C@H]1N[C@@](C)(C(=O)OC)[C@H]2C(=O)N(Cc3ccccc3)C(=O)[C@@H]12)C(=O)c1ccc(C(C)(C)C)cc1 | -9% | 1% | ?
Cc1ccc(CNC(=O)COc2cc(O)c3c(c2)OC(C)(C)CC3=O)cc1 | 11% | -8% | -23%
Nc1ccc(SC(F)(F)F)cc1 | -1% | -10% | 27%
Cc1cc(C)n(-c2nnc(C)n2NS(=O)(=O)c2ccc(F)cc2)n1 | -6% | 0% | -3%
COc1ccc(C(=O)c2c(O)cc(-c3ccc(OC)cc3)oc2=O)cc1 | -3% | -6% | -5%
Fc1cccc(/C=N/n2c(C3CCCCC3)n[nH]c2=S)c1 | -1% | -1% | 1%
Cc1ccccc1NC(=O)c1ccc2c(O)c(S(=O)(=O)c3ccccc3)c(=O)[nH]c2c1 | -21%&11% | -5%&-14% | -12%&3%
O=C(NCCN1CCOCC1)c1cc2ccccc2oc1=O | 2% | -14% | -3%

# The list goes on; it opens with the five that closed the last part.
molecule | FEN1 inh | GCN5L2 inh | TDP1 cell CPT
Cc1cc(C)n(-c2nnc(C)n2NS(=O)(=O)c2ccc(F)cc2)n1 | -6% | 0% | -3%
COc1ccc(C(=O)c2c(O)cc(-c3ccc(OC)cc3)oc2=O)cc1 | -3% | -6% | -5%
Fc1cccc(/C=N/n2c(C3CCCCC3)n[nH]c2=S)c1 | -1% | -1% | 1%
Cc1ccccc1NC(=O)c1ccc2c(O)c(S(=O)(=O)c3ccccc3)c(=O)[nH]c2c1 | -21%&11% | -5%&-14% | -12%&3%
O=C(NCCN1CCOCC1)c1cc2ccccc2oc1=O | 2% | -14% | -3%
Brc1ccccc1C1N=C(c2ccccc2)NO1 (stereo unspecified) | -2% | -15% | 9%
Cc1nnc(NC(=O)c2cccc(S(=O)(=O)N3CCN(C)CC3)c2)s1 | 6% | 3% | -11%
Cc1ccc(C(=O)C2CCNCC2)cc1 | 0% | -10% | -20%
OC1(c2cccc(C(F)(F)F)c2)CCN(Cc2nc(-c3cnccn3)no2)CC1 | -15% | 0% | -10%
Cc1ccc2oc(-c3cc(NC(=O)/C=C/c4ccco4)ccc3Cl)nc2c1 | -15% | -13% | ?
CCN1CCN(c2ncc3c(n2)CCN(Cc2ccc(C)s2)C3)CC1 | -2% | 4% | ?
COc1ccccc1C(=O)NC(C)c1cccc2ccccc12 (stereo unspecified) | -15% | -2% | 8.2µM*
Brc1cc2c(cc1/C=N/Nc1nc3ccccc3s1)OCO2 | -9% | -6% | 15µM*
COc1cc2sc3cc(NCc4ccc(C)o4)ccc3c(=O)c2cc1OC | 32µM* | -19% | ?
Cc1ccccc1NC(=O)c1ccno1 | 0% | -2% | 10%
CN(C)S(=O)(=O)c1cccc(NC(=S)NC(=O)c2ccco2)c1 | 10% | -5% | ?
Cc1ccc(-c2nnc(-c3ccncc3)n2-c2ccc(C)cc2)cc1 | -6% | 1% | -5%
Cn1c(SCC(=O)N/N=C/c2ccc([N+](=O)[O-])s2)nnc1-c1ccc(Cl)cc1 | 0% | -2% | 13µM*
COc1ccc(-c2cc(=O)oc3cc(OCC(=O)N(C)C4CCS(=O)(=O)C4)ccc23)cc1 (stereo unspecified) | 2% | 25% | -10%
CCc1cccc(C)c1NC(=O)C1CCCN1S(=O)(=O)c1cccc2nsnc12 (stereo unspecified) | 18% | -1% | ?
CCC(=O)Nc1ccc(NC(=O)CSc2nnnn2-c2cccnc2)cc1C | 10% | 2% | 0%
Cc1cc(O)c(C=Nc2cccc(Cl)c2)c(=O)o1 | -8% | -4% | 2%
CCOC(=O)C1=C(C)N=c2s/c(=C\c3ccc(OCC(=O)O)cc3)c(=O)n2C1c1ccc(Cl)cc1 (stereo unspecified) | ? | -24% | ?
Cc1cc(C)c(C)c(OCC(=O)N2CCCCCC2)c1 | -4% | -1% | -12%
Cc1ccc(C)c(/C=C/C(=O)c2ccccc(=O)c2O)c1 | -7% | -9% | 10µM*
COc1ccc(-c2nc(NC(=O)c3ccccc3)sc2-c2ccc([N+](=O)[O-])cc2)cc1 | -10% | -8% | 2%
COc1ccc(-n2c(=O)c3c4c(sc3n3c(SCCC(C)C)nnc23)COC(C(C)C)C4)cc1 (stereo unspecified) | -1% | -6% | /
CS(=O)(=O)N(CC(=O)Nc1cccc([N+](=O)[O-])c1)c1ccccc1F | -13% | -9% | 1%

# These rows are one share of the data, so the mix of outcomes need not match the whole.
